Mcl1 Bid PPI = Mcl-1/Bid interaction inhibition; 0.97% of 220,000 active; inhibition, % at 21.7 µM; AID 1021; Q07820; TR-FRET Mcl-1/Bid-Dy647 peptide binding, 1536-well;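 active means compounds that cut the binding signal by more than half at the single screening dose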;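 further: His-tagged Mcl-1 with europium anti-His antibody binding Bid BH3 peptide; 0% = Mcl-1 plus peptide wells and 100% = peptide-only wells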
Target sequence (Q07820 whole entry, looked up): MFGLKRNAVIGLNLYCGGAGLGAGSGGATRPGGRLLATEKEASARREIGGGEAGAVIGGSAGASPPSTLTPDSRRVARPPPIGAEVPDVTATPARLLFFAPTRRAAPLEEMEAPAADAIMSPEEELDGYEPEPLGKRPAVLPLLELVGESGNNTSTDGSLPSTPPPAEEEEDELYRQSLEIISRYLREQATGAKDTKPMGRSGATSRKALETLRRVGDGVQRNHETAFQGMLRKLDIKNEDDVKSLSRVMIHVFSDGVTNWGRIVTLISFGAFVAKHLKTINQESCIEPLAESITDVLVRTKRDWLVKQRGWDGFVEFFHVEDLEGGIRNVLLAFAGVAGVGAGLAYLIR
Mcl1 Noxa PPI = Mcl-1/Noxa interaction inhibition; Q07820; TR-FRET Mcl-1/Noxa peptide binding, 2 h; inhibition, % at 21.7 µM; 1.5% of 220,000 active; AID 1022;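 active means compounds that cut the protein-peptide binding signal by more than 50% relative to plate controls in a single-dose test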;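 further: His-tagged Mcl-1 with rhodamine Noxa BH3 peptide and terbium anti-His antibody; 0% = Mcl-1 plus Noxa peptide wells and 100% = peptide-only wells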
RGS8-Gao = modulates binding of RGS8 to human Galphao | 0.34% of 220,000 active | P09471 | multiplexed bead flow cytometry; actives lie on both sides | response (percent of control binding), % at 10 µM | AID 1423; in the data active means response below about 60% or above about 140%; inactive means in between;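 further: Galphao activated as the GDP aluminium fluoride complex binding bead-coupled RGS8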
Target sequence (P09471 whole entry, looked up): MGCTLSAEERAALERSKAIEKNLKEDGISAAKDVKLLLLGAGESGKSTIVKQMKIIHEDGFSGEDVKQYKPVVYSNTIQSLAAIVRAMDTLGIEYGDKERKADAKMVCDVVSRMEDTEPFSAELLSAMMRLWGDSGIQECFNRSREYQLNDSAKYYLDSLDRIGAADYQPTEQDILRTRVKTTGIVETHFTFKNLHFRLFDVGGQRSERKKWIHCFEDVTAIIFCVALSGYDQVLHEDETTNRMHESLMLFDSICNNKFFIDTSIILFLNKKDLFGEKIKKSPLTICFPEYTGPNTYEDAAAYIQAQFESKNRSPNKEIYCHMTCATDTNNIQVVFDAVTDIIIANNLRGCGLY
Pf gamet viab = kills late stage P. falciparum gametocytes; P. falciparum stage V gametocytes, ATP luminescence, 24 h; inhibition, % at 10.9 µM; 0.065% of 150,000 active; AID 743093;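 active means inhibition above the mean plus 3 SD of compounds within the control limits, set per campaign, cut at about 38% in these data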;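 further: 0% = DMSO wells and 100% = medium only without gametocytes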
Starred values were filed as active, the others as inactive.

Fields: Mcl1 Bid PPI	Mcl1 Noxa PPI	RGS8-Gao	Pf gamet viab
CC1=C/C(=C\C=C(C#N)C#N)N(C)c2ccccc21
→ 10	41	100	-10
O=C(c1ccccc1)N1CCN(c2ccc([N+](=O)[O-])cc2-n2cccc2)CC1
→ -24	-4	96	5
CC(C)(C)OC(=O)N1CCC[C@H]1c1nnc(SCc2ccc(Cl)cc2)o1
→ -31	-16	104	-2
O=C(Nc1nccs1)c1cccc(NC(=O)C(F)(F)F)c1
→ -14	12	96	9
O=C(Nc1ccccc1Cl)c1csc(-c2cccnc2)n1
→ -7	10	99	5
CC(C)[C@H](NC(=O)NCCC1=CCCCC1)C(=O)O
→ 94*	-1	101	11
C=CCc1cccc2cc(C(=O)NNC(=O)CC#N)c(=O)oc12
→ -42	-10	99	-1
Cc1ccc(C2c3c(oc4ccccc4c3=O)C(=O)N2c2nncs2)cc1 (stereo unspecified)
→ -13	0	101	12
O=C1Cc2ccccc2C(c2ccc(Cl)cc2Cl)N1 (stereo unspecified)
→ -19	-14	98	12
O=C(c1ccc(F)cc1)N1CCN2C(=O)c3ccccc3C12c1ccccc1 (stereo unspecified)
→ -18	-15	101	-2
C/C(=N\NC(=O)Cc1cccn1C)c1ccc([N+](=O)[O-])cc1
→ -48	-3	101	-13
CC(NCc1ccc(S(N)(=O)=O)cc1)C(=O)Nc1cccc(Cl)c1 (stereo unspecified)
→ -55	19	99	-14
O=C(NC1CC1)C1=C[C@@H](c2c[nH]c3ccccc23)C[C@@H](OCc2ccc(CO)cc2)O1
→ -25	6	101	-59
COc1ccc(CC(=O)n2[nH]c(=O)cc(C)c2=O)cc1OC
→ -1	5	95	4
CS(=O)(=O)N(Cc1ccc(Cl)cc1)c1ccc(C(=O)NCc2ccccn2)cc1
→ -42	-14	98	7
CC(=O)Nc1ccc(-c2csc(N/N=C(/C)c3ccccc3)n2)cc1
→ -42	25	101	0
CN(C)CCCNc1ccc(-c2cc(Nc3cccc(Cl)c3)ncn2)cn1
→ -32	1	104	-68
CCOC(=O)c1c(O)c(O)c(C(=O)OCC)n1-c1ccccc1
→ -25	39	96	11
Nc1c(C(=O)N/N=C/c2ccccc2Cl)oc2nc(-c3ccccc3)cc(-c3ccco3)c12
→ -35	4	100	3
O=C(CN1CCN(C/C=C/c2ccccc2)CC1)NCc1ccc(Cl)cc1
→ -8	-2	107	23
CN(C)c1ccc(/C=N/NC(=O)c2ccccn2)cc1
→ -71	6	109	-14
COc1ccc(C2C3=C(CC(C)(C)CC3=O)Nc3nc(C)nn32)cc1OC (stereo unspecified)
→ -12	-9	98	-23
COc1cc(/C=C2/CCCC(C(=O)C(F)(F)F)=C2O)ccc1O
→ -91	23	100	15
COc1cc(/C=C2\SC(=S)N(NS(=O)(=O)c3ccccc3)C2=O)ccc1O
→ -25	6	99	-2
COC(=O)c1ccc(/C=N/N2CCN(Cc3ccccc3Cl)CC2)cc1
→ -53	9	98	19
CC(=O)Nc1ccc(C2C(=O)c3ccccc3C2=O)cc1
→ -57	9	100	-25
COc1ccc(CCNc2c3ccccc3nc3ccccc23)cc1OC
→ -19	21	101	4
CC(=O)Nc1ccc(S(=O)(=O)Nc2nc3ccccc3nc2Nc2ccc(N)cc2)cc1
→ -145	58*	100	-17
O=C1CS/C(=N/N=C/c2ccco2)N1Cc1ccc(F)cc1
→ -17	2	100	8
Cc1c(NC(=O)c2cc(-c3ccccc3O)on2)c(=O)n(-c2ccccc2)n1C
→ -33	-3	102	1

Arranged by molar mass (rising): some entries from above
Fields: Mcl1 Bid PPI	Mcl1 Noxa PPI	RGS8-Gao	Pf gamet viab
COc1cc(/C=C2/CCCC(C(=O)C(F)(F)F)=C2O)ccc1O
→ -91	23	100	15
Cc1c(NC(=O)c2cc(-c3ccccc3O)on2)c(=O)n(-c2ccccc2)n1C
→ -33	-3	102	1
COc1cc(/C=C2\SC(=S)N(NS(=O)(=O)c3ccccc3)C2=O)ccc1O
→ -25	6	99	-2
CC(=O)Nc1ccc(S(=O)(=O)Nc2nc3ccccc3nc2Nc2ccc(N)cc2)cc1
→ -145	58*	100	-17

New compounds follow.
Fields: Mcl1 Bid PPI	Mcl1 Noxa PPI	RGS8-Gao	Pf gamet viab
CCOC(=O)Cc1nn(Cc2nc(-c3ccc(C)cc3)cs2)c(=O)c2ccccc12
→ -18	0	101	2
Cc1ccccc1NC(=O)Nc1ccccc1N1CCCCC1
→ -15	-19	100	4
COc1cccc(CN2CCNC(=O)C2CC(=O)NCCCn2ccnc2)c1 (stereo unspecified)
→ -20	-23	107	8
CN=C1S/C(=C/c2cn(CC(=O)OC)c3ccccc23)C(=O)N1C
→ -54	3	104	12
Cc1cc(NC(=O)COC(=O)c2cc(S(=O)(=O)N(C)c3ccccc3)ccc2Cl)no1
→ -13	9	98	-1
Cc1cc(SCC(=O)c2ccccc2)n2ncc(-c3ccccc3)c2n1
→ -21	-46	102	-4
COc1cc2c(cc1OC)-c1cc(Nc3ccc(N(C)C)cc3)nc(=O)n1CC2
→ -17	40	97	-1
COc1ccccc1C1CC(c2ccccc2)=NN1S(=O)(=O)c1ccccc1 (stereo unspecified)
→ 1	4	78	-6
COc1ccc2[nH]c(C(=O)Nc3ccc(F)cc3Br)cc2c1
→ -22	-6	101	2
COc1cccc(CCc2nnc(CCC(=O)NC(C)Cc3cccs3)o2)c1 (stereo unspecified)
→ -13	-17	99	-7
Cc1cccc(-n2c(C)cc(/C=C3\NC(=O)NC3=O)c2C)c1
→ -38	14	96	8
CCCCn1c2ccccc2c2cc(CC(N)=O)ccc21
→ 11	22	102	-25
N#C/C(=C\c1cccs1)C(=O)Nc1ccccn1
→ -10	18	103	4
O=C(CSc1nnc(-c2ccc(C(F)(F)F)cn2)o1)Nc1cccc(Cl)c1
→ 4	-1	94	-2
CCN1C(=O)/C(=C/C=C2\N(CC)c3cc(S(=O)(=O)N(C)C)ccc3N2c2ccccc2)SC1=S
→ -16	-6	97	17
Cc1ccc2cc(NC(=O)c3cccc(F)c3)ccc2n1
→ 4	26	98	-8
CCCc1c(C(=O)NNc2cc(C(F)(F)F)ccc2Cl)cnn1-c1ccccc1
→ -12	-1	98	16
COc1cc(/C=N/NC(=S)NC2CC3CC2C2C=CCC32)ccc1O (stereo unspecified)
→ 6	15	100	-4
CNC(=S)NNC(=O)c1c(C)nc2cc(C)ccn12
→ -42	3	97	2
CSc1sc(C(=O)NNC(C)=O)c2c1C1(CCC2)SCCS1
→ -16	-3	100	16
CCOC(=O)N1C2=NC(C(=O)OC)=C(C(=O)OC)[C@@H]3Nc4ccccc4[C@]23C[C@H]1C(=O)OC
→ -34	-2	103	6
COc1ccccc1NC(=O)Nc1ccc(-n2ccc(C(F)(F)F)n2)cc1
→ 6	49	99	3
O=C1C=CC(=O)N1c1ccc(O)cc1
→ -31	21	96	-4
Cc1ccc(/C=N/N2CCN(Cc3ccc(C)cc3)CC2)cc1
→ -107	4	101	6
CC1(c2nnc(-c3ccc(F)cc3)o2)CC(c2cccc(Cl)c2)=NO1 (stereo unspecified)
→ -28	6	104	5
CCOC(=O)c1cc(-c2ccc(N3CCOCC3)cc2)nn1-c1ccccc1C(=O)O
→ -256	6	99	-18
CCCNS(=O)(=O)c1ccc(OCC(=O)N(C)Cc2ccccc2)cc1
→ -11	-8	106	7
O=C(CN1C(=O)NC2(CCCCC2)C1=O)Nc1cccc(S(=O)(=O)N2CCOCC2)c1
→ -17	19	100	13
CN(C)c1nc2ncn(Cc3ccccc3)c2c(=O)[nH]1
→ -62	-7	100	-19
S=c1[nH]c(-c2ccccc2)cn1/N=C/c1cccnc1
→ -58	21	98	-1
COc1ccc(C2CC(=O)C3=C(C2)Nc2ccccc2N(C(=O)CCC(=O)O)C3c2ccc(F)cc2)cc1 (stereo unspecified)
→ -12	8	99	-12
CCOC(=O)c1c(NC(=O)Cn2nc(C(=O)O)c3ccccc3c2=O)sc(C)c1C
→ -18	18	101	27
CCOC(=O)C1(CCCc2ccccc2)CCN(C(=O)COC)CC1
→ -7	-9	102	-11
COc1ccc(NC(=O)Cn2cnc3c(oc4nc5c(cc43)COC(C)(C)C5)c2=O)cc1
→ -11	2	102	-11
COc1ccccc1C1CCN(C(=O)c2cccs2)CC1
→ -19	-11	102	-5
O=C1CC(C(=O)Nc2ccc(Cl)c(Cl)c2)S/C(=N\N=C\c2ccco2)N1 (stereo unspecified)
→ -9	14	100	-6
Oc1ccc(/C=N/Nc2ncnc3nc[nH]c23)cc1
→ -26	28	52*	-9
COc1ccc(-c2csc(NC(=O)CSc3nc(C)nc4sc(C(=O)O)c(C)c34)n2)cc1
→ 36	99*	102	0
O=C(N/N=C/c1ccc2c(c1)OCO2)c1cc2ccccc2o1
→ 15	-36	103	-6
Clc1ccc(-c2nc(NCCCN3CCOCC3)c3ccccc3n2)cc1
→ -23	10	102	3
Cc1cc(C(=O)NN)n[nH]1
→ -24	8	95	-21
O=[N+]([O-])c1ccccc1/C=C/C=N/n1c(-c2ccccc2F)n[nH]c1=S
→ -155	21	99	-1
CC(C)C[C@H](NC(=O)c1[nH]cnc1C(=O)Nc1ccc(CNC(=O)OC(C)(C)C)cc1)C(=O)OC(C)(C)C
→ -43	-87	100	11
Cc1ccc(NC(=O)c2sc(N)nc2-c2ccc([N+](=O)[O-])cc2)cc1C
→ -7	3	103	-31
CCN(CC)C(=O)CC(c1ccc(N(C)C)cc1)c1c(O)cc(OC)cc1OC (stereo unspecified)
→ -91	-9	103	-5
COC(=O)C1=C(N)Oc2cc(C)[nH]c(=O)c2C1c1ccc(Cl)cc1 (stereo unspecified)
→ -43	9	100	3
Cc1ccc(-c2cc(-c3ccco3)c3c(N)c(C(=O)NN)oc3n2)cc1
→ -79	4	108	-7
CC(C)(C)OC(=O)[C@H](Cc1ccccc1)NC(=O)c1[nH]cnc1C(=O)Nc1cccc(Cl)c1
→ -52	-70	103	10
O=C(CN1CC[C@@]2(O)CCCC[C@H]2[C@@H]1c1ccc(F)cc1)NCc1ccco1
→ -22	-26	101	-14
COc1cc(C(=O)N[C@H](C(=O)Nc2nnc(C3CC3)s2)C(C)C)cc(OC)c1OC
→ 4	-7	101	-12
CCN(CC)C(=O)Cc1c(O)c2ccccc2[nH]c1=O
→ -54	-5	97	-9
COc1cccc(NC(=O)NCc2c(-c3ccccc3)noc2C)c1
→ 2	6	101	-18
O=c1ccn(CCCBr)c(=O)[nH]1
→ 29	41	102	5
CC1=Nc2ccccc2N=C(NC(=O)CSC(=S)N2CCCCC2)C1c1ccccc1 (stereo unspecified)
→ 0	-12	102	12
COc1ccccc1CNC(=O)c1n[nH]c2ccccc12
→ -10	-10	106	4
C/C(=N\NC(=S)NC(C)C)c1ccccc1
→ -129	25	101	-1
CC(C)c1nc2sc3ccccc3c(=O)c2c(=O)n1Cc1ccccc1
→ 25	15	103	-4
CC(O)[C@H]1CNC(=O)C(=O)N1CCCCC1CCCCC1 (stereo partly specified)
→ -49	-14	98	4
CC1=CC(=O)N(c2ccn(C)n2)C1=O
→ -16	-4	98	14
Cc1ccn2c(=O)c(C(=O)O)cnc2c1
→ 15	15	99	12

Entries of single compounds as entered above. Order of screens: Mcl1 Bid PPI	Mcl1 Noxa PPI	RGS8-Gao	Pf gamet viab
`C/C(=N\NC(=S)NC(C)C)c1ccccc1` across the screens: -129	25	101	-1
`O=c1ccn(CCCBr)c(=O)[nH]1` across the screens: 29	41	102	5

Continuation:
Fields: Mcl1 Bid PPI	Mcl1 Noxa PPI	RGS8-Gao	Pf gamet viab
COc1ccc(NC(=O)C2=CCN(S(=O)(=O)c3ccccc3)CC2)cc1OC
→ -28	-6	104	21
CN(Cc1cc2ccccc2[nH]c1=O)C(=O)COc1ccccc1
→ -7	12	97	4
O=C(NCc1ccccc1)c1ccc(S(=O)(=O)Nc2cccc(C(F)(F)F)c2)cc1
→ -19	8	90	1
CC1=NNC(=O)C1CCC(=O)N/N=C(\C)c1ccc(Cl)cc1 (stereo unspecified)
→ -13	8	100	-2
CC(C)(C)c1ncc(S(=O)(=O)c2ccc(C(F)(F)F)cn2)c(N)n1
→ -5	5	94	-6

Assay outcomes: PubChem BioAssay, several laboratories

Some of the compounds tested; count on the stated rates, not on these rows.
